# RORg inh: blocks mouse ROR gamma transcriptional activity. P51450. Drosophila S2 Gal4-RORgamma UAS-luciferase reporter, 20 h. Potency, µM (top dose mostly 53.6 µM), for the others: at the highest dose activity change, negative = inhibition, most hits filed as inhibitors. actives 5.4% (n = 310,000). AID 2551; note: potency is the fitted concentration of half-maximal effect; % is set by controls: 0 for no effect and ±100 for the full control effect; nearly all actives have a fitted effect of over 60% in size
# Target sequence (P51450 whole entry, looked up, the tested form may be a part): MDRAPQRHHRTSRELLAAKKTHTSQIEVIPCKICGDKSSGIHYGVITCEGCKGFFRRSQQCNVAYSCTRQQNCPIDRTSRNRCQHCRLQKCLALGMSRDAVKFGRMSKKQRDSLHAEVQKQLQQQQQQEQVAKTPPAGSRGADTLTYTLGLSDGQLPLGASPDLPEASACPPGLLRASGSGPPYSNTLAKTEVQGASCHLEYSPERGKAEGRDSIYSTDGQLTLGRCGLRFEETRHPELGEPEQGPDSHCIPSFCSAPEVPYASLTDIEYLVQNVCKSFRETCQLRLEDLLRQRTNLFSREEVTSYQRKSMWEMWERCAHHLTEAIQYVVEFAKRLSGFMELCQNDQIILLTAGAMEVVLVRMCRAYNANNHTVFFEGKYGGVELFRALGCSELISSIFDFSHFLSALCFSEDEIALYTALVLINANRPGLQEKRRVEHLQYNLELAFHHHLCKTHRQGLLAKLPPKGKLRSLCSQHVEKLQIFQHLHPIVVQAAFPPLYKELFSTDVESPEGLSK
#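 Drosophila S2 cells stably expressing Gal4-DBD/mouse RORγ fusion under metallothionein promoter plus UAS-luciferase; compound 1 h, then 700 uM CuSO4 induction for 20 h at ambient temperature; inhibition read as reduced luminescence.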
# TRPV1 agonist: human TRPV1 agonism | AID 540275 | TRPV1-expressing cells, Fluo-8 calcium influx, agonist mode | Q8NER1 | activation, % at 8.33 µM | actives 0.19% (n = 320,000); in the data active = activation above about 80%; inconclusive = between about 30% and that limit; note: 0% is about no effect
#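 Cells expressing TRPV1 were dye-loaded with Fluo-8 and read kinetically: 10 s baseline, 3 min after compound (agonist portion), then 2 min after EC20 capsaicin (allosteric enhancer portion). Calcium-bound dye fluorescence at 480/520 nm.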
# ELG1 genotox: induces genotoxicity in HEK293T cells with luciferase-tagged ELG1; HEK293T ELG1-luciferase reporter, luminescence, 16 h; Potency, µM (highest dose often 46 µM), without a hit: at the highest dose activity change, positive = activation, actives largely listed as activators; actives 1.3% (n = 330,000); AID 504466; note: potency is the fitted concentration of half-maximal effect; % of control where 0% means no effect; nearly all actives have a fitted effect of over 60% in size
#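 ELG1-luciferase HEK293T cells, 2,000/well; compound pinned in; 16 hr, 37 °C, 5% CO2; ONE-Glo, 30 min RT; luminescence on CCD imager.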
# NPC1 prom act: activators of NPC1 promoter; actives 2.4% (n = 320,000); AID 485313; Potency, µM (doses to about 9.22 µM), without a hit: at the highest dose activation, actives largely listed as activators; Huh7 NPC1 promoter luciferase reporter, 24 h;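 note: potency is the fitted concentration of half-maximal effect; % of control where 0% means no effect; nearly all actives have a fitted effect of over 60% in size; reporter is driven by a mutant NPC1 promoter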
#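 Stable NPC1-promoter luciferase Huh7 line; cpd (DMSO) 24 h, 37 °C, 5% CO2; Amplite luciferase reagent 10 min RT; luminescence readout. qHTS format.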
# BRCA1 expr up: activators of BRCA1 expression | MCF7-BRCA1-FFLuc reporter, luminescence, 48 h; response scale: scaled: vehicle 0%, 10 µM genistein 100% | Potency, µM (titrated, usually from 46.1 µM), for inactives: at the highest dose activation, usual class: activators | actives 1.1% (n = 380,000); note: potency is the fitted concentration of half-maximal effect; nearly all actives have a fitted effect of over 80% in size; some results filed as inactive show a strong effect at the top dose
#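 48 h compound treatment of MCF7-BRCA1-FFLuc cells (phenol-red free MEM, 37 °C), then 15 min with luciferase substrate and luminescence imaging.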
# VP16 counter: counter-screen for ROR gamma inhibitors: Gal4-VP16 reporter; Drosophila S2 Gal4-VP16 UAS-luciferase, luminescence, 20 h; Potency, µM (doses to about 53.6 µM), for the others: at the highest dose activity, negative = inhibition, most hits filed as inhibitors; actives 3.5% (n = 310,000);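 note: Gal4-VP16 expression switched on by copper sulfate through the metallothionein promoter; potency is the fitted concentration of half-maximal effect; % is set by controls: 0 for no effect and ±100 for the full control effect; nearly all actives have a fitted effect of over 50% in size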
# p53 reactivator: restores transcriptional activity of mutant p53 | actives 0.063% (n = 320,000) | Potency, µM (series often up to 92.2 µM), for inactives: at the highest dose activity change, positive = activation, usual class: activators | H1299 p53-A138V BP100-luciferase reporter, luminescence, 24 h; note: potency is the fitted concentration of half-maximal effect; % of control where 0% means no effect; nearly all actives have a fitted effect of over 45% in size
#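 H1299 (p53-null), stable ts p53-A138V + BP100-Luc; 1000 cells/well, Opti-MEM/10% FBS; cpd 4 pt, 1:5; 24 h, 37 deg C, 5% CO2; detection reagent 10 min RT; luminescence.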
# Tb PFK block: blocks T. brucei phosphofructokinase; AID 485367; O15648; T. brucei PFK, ADP-Glo luminescence; actives 0.17% (n = 330,000); Potency, µM (highest dose often 57.5 µM), inactives show at the highest dose activity, negative = inhibition, most hits filed as inhibitors;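 note: potency is the fitted concentration of half-maximal effect; 0% = uninhibited 1x PFK enzyme wells and -100% = no-enzyme wells; nearly all actives have a fitted effect of over 60% in size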
# Target sequence (O15648 whole entry, looked up): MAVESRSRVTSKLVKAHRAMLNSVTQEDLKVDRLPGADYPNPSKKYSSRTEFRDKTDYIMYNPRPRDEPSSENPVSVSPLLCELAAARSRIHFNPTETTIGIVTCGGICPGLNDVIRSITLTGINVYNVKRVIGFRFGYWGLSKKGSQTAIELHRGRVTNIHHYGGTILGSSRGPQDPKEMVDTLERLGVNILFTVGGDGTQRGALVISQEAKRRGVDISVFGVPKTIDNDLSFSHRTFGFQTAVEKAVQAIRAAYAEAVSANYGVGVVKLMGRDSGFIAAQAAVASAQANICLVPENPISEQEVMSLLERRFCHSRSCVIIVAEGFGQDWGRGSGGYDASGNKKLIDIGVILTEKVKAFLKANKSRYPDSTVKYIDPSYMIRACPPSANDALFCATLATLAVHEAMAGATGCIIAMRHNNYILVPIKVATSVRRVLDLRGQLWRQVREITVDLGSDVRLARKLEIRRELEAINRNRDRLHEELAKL
#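 Compounds were pin-transferred as a titration series up to 57 uM into substrate buffer (0.5 mM F6P, 0.1 mM ATP, pH 8.0), then 1.25 nM PFK was added and reactions ran 45 min before ADP-Glo detection.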
# Rab9 prom act: activators of Rab9 promoter. Huh7 Rab9 promoter-luciferase reporter, luminescence, 24 h. Potency, µM (doses to about 9.22 µM), for inactives: at the top dose activation, negative = inhibition, usual class: activators. actives 2.8% (n = 320,000). AID 485297; note: potency is the fitted concentration of half-maximal effect; % of control where 0% means no effect; nearly all actives have a fitted effect of over 60% in size
#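 Huh7 reporter line, Rab9 promoter upstream of luciferase. Compound exposure 24 h at 37 °C in reduced-serum medium with 10% FBS. Read-out: luminescence.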
# ELG1 DNA repair: blocks ELG1-dependent DNA repair in HEK293T cells. HEK293T ELG1-luciferase reporter, luminescence, 16 h; DNA damage induced by 5-fluorouridine. Potency, µM (series often up to 46.1 µM), inactives show at the top dose activity change, negative = inhibition, actives largely listed as inhibitors. actives 2.3% (n = 330,000). AID 504467; note: potency is the fitted concentration of half-maximal effect; % is set by controls: 0 for no effect and ±100 for the full control effect; nearly all actives have a fitted effect of over 55% in size
#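 In this reporter screen, reduction of luminescence relative to DMSO vehicle indicated activity. Compounds and 5-fluorouridine were added together to 2,000 cells per well, incubated for 16 hr at 37 °C, then developed with ONE-Glo.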
# FLuc counter: counter-screen for miR-21 project: firefly luciferase inhibitors or activators. P08659. purified FLuc, Km substrates, luminescence inhibition. Potency, µM (titrated, usually from 57.5 µM), for the others: at the top dose activity change, negative = inhibition, actives largely listed as inhibitors. actives 6.9% (n = 360,000);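 note: potency is the fitted concentration of half-maximal effect; plate controls were vehicle for no effect and reference inhibitor for full effect; nearly all actives have a fitted effect of over 55% in size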
#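 Biochemical qHTS of compounds, final roughly 60 µM downward over six points, against 10 nM purified firefly luciferase using Km concentrations of substrates (10 uM D-luciferin, 10 uM ATP) in Tris acetate pH 7.5 buffer; luminescence output.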
# * marks the source's active call; other numbers are inactive results; ? = inconclusive; / = not tested or not shown; & = joins results of further samples; [ ] = remark or other dose. Unless noted, calls come from the whole dose curve; as a rule, active = well fitted curve in the direction sought with a large enough effect; inconclusive = small, poorly fitted or top-dose-only effect, or another doubt; inactive = no such curve, though single readings can be large; an effect the other way counts as inactive or inconclusive. Compounds as they come; about 15% have a hit in one of these screens.
1. COc1ccccc1NS(=O)(=O)c1cc(NC(=O)c2ccccc2[N+](=O)[O-])ccc1N1CCOCC1
2. O=C(COC(=O)/C=C/c1ccc(F)cc1)Nc1cccc(S(=O)(=O)N2CCCC2)c1
3. COc1ccc(NC(=O)CN2C(=O)c3ccccc3Sc3ccc(C(=O)N4CCOCC4)cc32)c(OC)c1
4. CCCC(=O)N(c1ccc(C(=O)O)cc1)c1nc(-c2ccccc2)c(C)s1
5. COc1ccccc1C(=O)NCCOc1ccc(C)c(C)c1
6. CCN(CC)S(=O)(=O)c1cc(C)ccc1NC(=S)Nc1cccnc1
Assay by compound	1	2	3	4	5	6
RORg inh	/	22%	?	?	?	-8%
TRPV1 agonist	/	-1	-4	0	7	13
ELG1 genotox	1%	-2%	4%	0%	0%	-10%
NPC1 prom act	/	-8%	-5%	-3%	0%	-5%
BRCA1 expr up	-23%	-18%	-1%	-9%	7%	-52%
VP16 counter	/	-9%	-7%	-8%	?	-23%
p53 reactivator	-2%	-3%	-1%	-5%	/	7%
Tb PFK block	0%	1%	-1%	1%	7%	0%
Rab9 prom act	/	-6%	-3%	1%	5%	-20%
ELG1 DNA repair	?	-8%	?	-2%	16%	?
FLuc counter	/	-23%	-7%&-5%	-2%	3%	-7%

7. CCOC(=O)C1CCN(c2ccc([N+](=O)[O-])cc2S(=O)(=O)N2CCOCC2)CC1
8. CCn1c(=O)c([N+](=O)[O-])c(NCCCn2ccnc2)c2ccccc21
9. COc1ccc(OC)c(/C=N/NC(=O)C(=O)N2CCCC2)c1
10. O=C1C=C(c2ccc3c(c2)OCCO3)C[C@@H](c2ccc(F)cc2)C1
11. Cc1cccc(N(C(=O)c2ccc(CN3CCOCC3)o2)C(C(=O)NC(C)(C)C)c2ccc(F)cc2)c1 (stereo not given)
12. CCCCOC(=O)c1ccc(S(N)(=O)=O)o1
Assay by compound	7	8	9	10	11	12
RORg inh	-1%	-15%	-7%	/	4%	1%[10 µM]
TRPV1 agonist	6	-6	-5	26	?	0
ELG1 genotox	-1%	0%	2%	3%	-8%	10%
NPC1 prom act	-4%	-5%	-2%	1%	2%	11%
BRCA1 expr up	-1%	-52%	-24%	30%	-34%	15%
VP16 counter	-8%	2%	-6%	/	3%	16%
p53 reactivator	-3%	0%	3%	8%	-2%	12%
Tb PFK block	1%	-2%	-6%	-1%	-3%	4%
Rab9 prom act	2%	-4%	-12%	-4%	-9%	20%
ELG1 DNA repair	-9%	8%	15%	-2%	-18%	?
FLuc counter	4%	-2%	7%	?	2%	-3%

13. Cc1ccc(Cl)cc1-n1c(=O)cc(N2CCN(C(=O)c3ccco3)CC2)[nH]c1=O
14. CCCC(c1nnnn1C(C)(C)CC)N(Cc1ccco1)Cc1cc2ccc(OC)cc2[nH]c1=O (stereo not given)
15. CC(=O)c1cccc(NC(=O)C(C)OC(=O)Cc2c[nH]c3ccccc23)c1 (stereo not given)
16. Cc1ccccc1Cn1cnc2c(nnn2Cc2ccc(F)cc2)c1=O
17. COc1nc(N)nc(NC23CC4CC(CC(C4)C2)C3)n1
18. O=C(Nc1ccc2c(c1)OCCO2)C1CCN(C(=O)c2ccc([N+](=O)[O-])cc2)CC1
Assay by compound	13	14	15	16	17	18
RORg inh	-15%	-28%	/	-31%	41%	?
TRPV1 agonist	-1	0	-1	0	0	6
ELG1 genotox	1%	-18%	-1%	-2%	?	3%
NPC1 prom act	-6%	-5%	-5%	0%	7%	-4%
BRCA1 expr up	-19%	-88%	-1%	-4%	77%	13%
VP16 counter	2%	3%	/	?	-7%	-25%
p53 reactivator	-3%	-38%[inhibitor]	-1%	7%	1%	-1%
Tb PFK block	4%	-2%	0%	1%	0%	12%
Rab9 prom act	-3%	-11%	-7%	0%	5%	0%
ELG1 DNA repair	1%	?	?	0%	?	/
FLuc counter	3%	5%	-3%	1%	5.4µM*	1%

19. O=C(COC(=O)c1ccccn1)Nc1cccnc1Cl
20. CCN(/C=N/c1sc2c(c1C#N)CC(C)(C)NC2(C)C)CC
21. COc1ccc(-c2nc3nc(C)cc(Nc4cccc(C(F)(F)F)c4)n3n2)cc1
22. CCC(CC)COC(=O)C1=C(C)NC(=O)NC1c1ccccc1Br (stereo not given)
23. CCNC(=O)c1sccc1-n1cccc1
24. CC1=NN(c2ccc(C(=O)OC(C)C)cc2)C(=O)/C1=C\C=C\c1ccco1
Assay by compound	19	20	21	22	23	24
RORg inh	/	-9%	/	?	-26%	14µM*
TRPV1 agonist	1	-4	14	4	-2	-1
ELG1 genotox	-1%	9%	/	-8%	9%	-6%
NPC1 prom act	0%	-4%	2%	1%	-3%	0%
BRCA1 expr up	-4%	18%	/	-15%	-3%	2%
VP16 counter	/	3%	/	2%	5%	?
p53 reactivator	-3%	9%	/	/	-1%	?
Tb PFK block	0%	1%	1%	0%	-1%	0%
Rab9 prom act	1%	-1%	1%	5%	0%	11%
ELG1 DNA repair	14%	10%	/	-9%	2%	0%
FLuc counter	1%	0%	2%	4%	-2%	?

# Some entries already given, showing only Tb PFK block.
no. | Compound | Tb PFK block
23 | CCNC(=O)c1sccc1-n1cccc1 | -1%
24 | CC1=NN(c2ccc(C(=O)OC(C)C)cc2)C(=O)/C1=C\C=C\c1ccco1 | 0%
21 | COc1ccc(-c2nc3nc(C)cc(Nc4cccc(C(F)(F)F)c4)n3n2)cc1 | 1%

# (further entries)
25. C/C(=N/NC(=O)c1ccc(Cl)cc1Cl)c1cccnc1
26. COC(=O)c1cccc(NC(=O)CC2C(=O)NCCN2C(=O)Nc2cc(C)cc(C)c2)c1 (stereo not given)
27. O=C(CC(c1ccccc1)c1ccccc1O)N1CCCCC1 (stereo not given)
28. Cc1ccccc1C(=O)NCC(=O)OCC(=O)NC(C)C1CC2CCC1C2 (stereo not given)
29. CN(C)CCCNC(=O)c1cc(Br)ccc1Cl
30. Cc1cc(S(=O)(=O)N2CCCC(C(=O)Nc3ccc(C(=O)O)cc3)C2)ccc1Cl (stereo not given)
Assay by compound	25	26	27	28	29	30
RORg inh	28%	-2%	?	/	-10%	3%
TRPV1 agonist	1	16	18	19	-2	0
ELG1 genotox	1%	1%	-1%	0%	1%	0%
NPC1 prom act	2%	0%	0%	-5%	10%	-1%
BRCA1 expr up	26%	-30%	6%	1%	-4%	5%
VP16 counter	1%	-15%	0%	/	0%	-2%
p53 reactivator	3%	-2%	28%	9%	0%	-2%
Tb PFK block	4%	1%	-6%	-5%	0%	12%
Rab9 prom act	16%	8%	-4%	0%	12%	0%
ELG1 DNA repair	?	-20%	1%	17%	8%	?
FLuc counter	?	-1%	-8%	-3%	1%	-1%

31. COC(=O)c1ccccc1NC(=O)c1sc(N)nc1C
32. CCS(=O)(=O)Nc1ccc(C(=O)OC)cc1
33. COc1ccc2c(c1)C(NC(C)=O)C(=O)N2C (stereo not given)
34. Cc1nn(-c2ccccc2)c(C)c1C(=O)OCC(=O)N1CCN(S(=O)(=O)c2ccccc2)CC1
35. Cc1ncc(CO)c(/C=N/NC(=O)c2ccc(Br)cc2)c1O
36. COC(=O)Cn1c(CN2CCC(Cc3ccccc3)CC2)nc2c1c(=O)n(C)c(=O)n2C
Assay by compound	31	32	33	34	35	36
RORg inh	39%	-1%	-28%	13%	11µM*	-22%
TRPV1 agonist	-3	0	-1	1	0	-6
ELG1 genotox	?	-1%	2%	-22%	14%	14%
NPC1 prom act	2%	-1%	-3%	-1%	-28%	-2%
BRCA1 expr up	0%	-2%	0%	-23%	/	11%
VP16 counter	-5%	1%	1%	-5%	?	-22%
p53 reactivator	3%	3%	-2%	-1%	22%	-4%
Tb PFK block	3%	-4%	5%	0%	1%	0%
Rab9 prom act	8%	0%	3%	7%	-27%	-6%
ELG1 DNA repair	-1%	4%	0%	-5%	?	6%
FLuc counter	?	2%	2%	1%	?	10%

37. Cc1oc2c(c(C)cc3oc(=O)c(CC(=O)N[C@@H](C)C(=O)O)c(C)c32)c1C
38. CCOC(=O)c1ccc(NC(=O)CCC(=O)NCc2ccco2)cc1
39. COc1ccc(NC(=O)CCN2CCCCCC2)cc1
40. Cc1ccc(S(=O)(=O)n2nc(OC(=O)c3ccccc3F)cc2N)cc1
Assay by compound	37	38	39	40
RORg inh	3%	1%	-9%	9%
TRPV1 agonist	-1	3	5	3
ELG1 genotox	0%	-6%	-2%	0%
NPC1 prom act	-1%	9%	-1%	1%
BRCA1 expr up	2%	-2%	-5%	-7%
VP16 counter	11%	0%	3%	3%
p53 reactivator	3%	21%	-14%	5%
Tb PFK block	18%	19%	2%	1%
Rab9 prom act	0%	10%	-1%	-1%
ELG1 DNA repair	-4%	-10%	10%	-1%
FLuc counter	-1%	1%	-7%	0%
